Compound activity deposited in PubChem BioAssay by several laboratories.
GDH-TPI inh: GDH-TPI coupled enzyme inhibition counter-screen; GDH-TPI coupled enzyme counterscreen, NADH absorbance; inhibition, % at 4.8 µM; actives 1.2% (n = 360,000); in the data active = inhibition above about 30%;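 note: 0% = DMSO wells and 100% = wells lacking the enzyme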
BoNT-A LC inh2: inhibitors of Botulinum neurotoxin A light chain protease; multiplex microsphere protease substrate cleavage, flow cytometry; inhibition, % at 10 µM; actives 0.17% (n = 360,000); note: plate controls were buffer without enzyme for full effect and enzyme alone for no effect
Anthrax LF inh2: blocks Bacillus anthracis lethal factor protease | inhibition, % at 10 µM | AID 588501 | multiplex microsphere protease cleavage assay, LF | actives 0.12% (n = 360,000) | P15917; note: plate controls were buffer without enzyme for full effect and enzyme alone for no effect
BioA inh: BioA (M. tuberculosis) enzyme inhibition | purified M. tuberculosis BioA enzyme, plate reader | inhibition, % at 9.99 µM | actives 0.096% (n = 360,000) | AID 602481; in the data active = inhibition above about 40%; inconclusive = no clear call, values can overlap the other calls
Mtb FBA inh: Mtb fructose-bisphosphate aldolase inhibition; inhibition, % at 1 µM; actives 2.3% (n = 360,000); purified M. tuberculosis FBA, fluorescence read-out; P9WQA3; AID 588726; in the data active = inhibition above about 27%;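 note: 0% = vehicle and 100% = reference inhibitor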
Target sequence (P9WQA3 whole entry, looked up): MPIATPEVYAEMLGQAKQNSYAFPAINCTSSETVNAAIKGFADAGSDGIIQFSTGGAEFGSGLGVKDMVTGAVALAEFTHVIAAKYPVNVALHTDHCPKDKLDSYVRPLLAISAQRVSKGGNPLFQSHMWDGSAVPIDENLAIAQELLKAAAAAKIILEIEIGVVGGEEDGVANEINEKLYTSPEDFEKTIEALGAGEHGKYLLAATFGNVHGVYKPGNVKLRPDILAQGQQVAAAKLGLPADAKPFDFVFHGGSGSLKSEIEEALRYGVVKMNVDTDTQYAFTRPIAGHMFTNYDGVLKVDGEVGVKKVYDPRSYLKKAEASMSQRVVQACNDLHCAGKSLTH
PfHsp40 rescue: compounds rescuing yeast from Plasmodium falciparum HSP40 toxicity. S. cerevisiae expressing PfHsp40, growth rescue, ATP luminescence. actives 0.68% (n = 340,000). growth rescue, % at 12.5 µM; in the data active = growth rescue above about 28%, passing the limit was not always enough; inconclusive = no clear call, values can overlap the other calls;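 note: yeast W303a lacking pdr1 and pdr3 grown in galactose medium; growth measured after three days at 30 °C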
BoNT F protease: inhibitors of Botulinum neurotoxin F light chain protease; Multiplex microsphere protease cleavage assay, flow cytometry; inhibition, % at 10 µM; actives 0.22% (n = 360,000); AID 588497; in the data active = inhibition above about 35%, passing the limit was not always enough; inconclusive = no clear call, values can overlap the other calls; note: plate controls were buffer without enzyme for full effect and enzyme alone for no effect
Mtb UGM inh: inhibitors of M. tuberculosis UDP-galactopyranose mutase | P9WIQ1 | actives 0.06% (n = 320,000) | inhibition, % at 10 µM | purified UGM, fluorescence polarization probe displacement; in the data active = inhibition above about 10%, passing the limit was not always enough; inconclusive = no clear call, values can overlap the other calls
Target sequence (P9WIQ1 whole entry, looked up): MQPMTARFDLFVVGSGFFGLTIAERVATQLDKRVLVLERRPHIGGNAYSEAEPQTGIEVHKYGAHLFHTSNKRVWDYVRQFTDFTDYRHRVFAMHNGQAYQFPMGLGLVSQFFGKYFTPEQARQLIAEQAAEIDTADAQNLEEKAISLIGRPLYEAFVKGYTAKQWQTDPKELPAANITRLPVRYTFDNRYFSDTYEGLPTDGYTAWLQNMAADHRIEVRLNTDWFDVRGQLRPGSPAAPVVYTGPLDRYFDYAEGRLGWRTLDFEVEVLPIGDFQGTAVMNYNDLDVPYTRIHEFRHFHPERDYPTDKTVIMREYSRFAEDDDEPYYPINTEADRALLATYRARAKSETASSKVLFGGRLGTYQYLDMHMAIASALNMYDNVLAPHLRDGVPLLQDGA
FadD28 binding: M. tuberculosis FadD28 bisubstrate binding inhibition; FadD28 bisubstrate probe binding, fluorescence polarization; inhibition, % at 12.5 µM; actives 0.22% (n = 360,000); AID 588549; in the data active = inhibition above about 8.5%, passing the limit was not always enough; inconclusive = no clear call, values can overlap the other calls
* hit, by the source's call; ? = inconclusive; . = no result given; & = joins results of further samples. Cut-off read from the data, not from the text of the source, unless noted: active = inhibition above about 30%; inconclusive = no clear call, values can overlap the other calls; inactive = below that.

SMILES	GDH-TPI inh	BoNT-A LC inh2	Anthrax LF inh2	BioA inh	Mtb FBA inh	PfHsp40 rescue	BoNT F protease	Mtb UGM inh	FadD28 binding
CC(C)=CCCC(C)CN1CCC(n2nccc2NC(=O)c2ccc3c(c2)OCO3)CC1 (configuration not stated)	-3	-2.8	-4	0.4	1	-0.6	6	-0.5	-1.0
CC(Cc1ccccc1)NC(=O)c1ccc(N)cc1 (configuration not stated)	0	-1.9	-4	-1.1	1	-0.2	14	-0.8	-2.9
O=C1NC(Cc2c[nH]c3ccccc23)C(=O)N1Cc1ccccc1 (configuration not stated)	0	0.0	1	-0.8	1	-1.0	8	1.3	.
CCN(Cc1ccccc1)Cc1c(F)cccc1F	-3	-0.1	-1	-1.0	1	-0.9	3	-1.8	-5.1
Cn1c(C(=O)O)cnc1Sc1ncc(C(F)(F)F)cc1Cl	3	-0.4	-2	0.0	1	1.2	0	-3.6	1.5
O=C(NNc1nc2c(F)cccc2s1)C1COc2ccccc2O1 (configuration not stated)	-8	-0.8	-1	.	1	1.4	-5	-0.9	-3.9
COC(=O)C1=C(c2ccc3ccccc3c2)C[C@@H]2CC[C@H]1N2C(=O)NCc1ccc(C(F)(F)F)cc1	2	-0.3	-7	-0.8	2	4.3	-7	0.1	-4.4
O=C(CC1CCCC1)NNC(=O)c1ccccc1O	17	-0.2	-10	-0.1	7	.	-4	.	0.3
CCCCNC(=O)/C(=C/c1ccco1)NC(=O)c1ccco1	-3	2.3	23	-0.6	2	-0.1	3	-0.9	-2.4
COC(=O)COc1c(Cl)cc(C(c2c(C)[nH][nH]c2=O)c2c(C)[nH][nH]c2=O)cc1OC	10	1.7	12	-0.9	4	-0.8	8	-2.4	-0.5
O=C1C(=O)N(CCN2CCOCC2)C(c2ccccn2)/C1=C(/O)c1ccc(Cl)cc1 (configuration not stated)	14	-0.3	-2	-3.0	3	-0.4	-21	0.6	0.3
Oc1oc(-c2ccc(Br)cc2)nc1C=Nc1ccc(Br)cn1	5	0.3	0	.	1	2.4	-4	0.4	-0.6
CC(=O)C1CCC2C3CC(C)=C4CC(O)CCC4(C)C3CCC12C (configuration not stated)	12	-0.3	-6	1.2	3	-1.3	-7	.	-1.5
CC(C)c1ccccc1NC(=O)C1CC(=O)N(C2CCCC2)C1 (configuration not stated)	-6	0.6	0	-0.6	-1	-1.7	5	1.3	-1.4
Cc1ccc(C(=O)O/N=C(\N)Cc2cccs2)cc1[N+](=O)[O-]	3	1.3	-5	12	-2	2.1	-6	0.6	1.6
OC(CNCCc1c[nH]c2ccccc12)c1ccccc1 (configuration not stated)	-1	3.5	7	-3.6	1	0.5	-4	-0.1	-1.2
CC(=O)N(C)c1ccc(NC(=S)Nc2ccc(C(C)C)cc2)cc1	-1	1.1	0	1.6	-4	5.1	-5	-3.8	-2.7
Cc1ccc2cccc(OCC(=O)NCc3ccco3)c2n1	-9	-0.2	-8	-0.8	1	0.1	-12	-0.3	-3.2
CCCc1nc2nc(C)c(NS(=O)(=O)c3ccc(C(C)(C)C)cc3)c(=O)n2[nH]1	-1	-1.8	0	0.8	2	-1.4	-1	1.7	3.0
Cc1cccc(NC(=O)c2ccc(N3CCOCC3)c([N+](=O)[O-])c2)n1	11	-1.0	-3	-1.8	-2	-0.5	-4	2.5	-0.9
Cc1ccc(S(=O)(=O)N/N=C/c2ccccc2O)cc1[N+](=O)[O-]	-3	-1.1	-1	.	-1	1.6	1	1.6	-2.3
O=S(=O)(c1ccc2c(c1)C(=NO)c1cc(S(=O)(=O)N3CCCCC3)ccc1-2)N1CCCCC1	-6	-0.7	2	.	0	-0.7	0	6.1	-4.6
COc1ccc(NC(=O)NNC(=O)c2ccccc2-n2cccc2)cc1OC	-5	-0.3	-6	.	2	-2.0	2	0.8	1.3
COc1ccc(NC2CCCN(C(=O)CN3CCOC3=O)C2)cc1 (configuration not stated)	-4	0.6	-5	0.4	1	-1.0	-3	-2.6	0.7
O=C(Nc1ccc(CSc2ccccc2)cc1)c1ccccc1	5	-1.1	1	.	-2	-0.1	-6	0.3	-4.0
CN(c1ccccc1C(=O)Nc1ccc2ccccc2c1)S(C)(=O)=O	6	.	.	-0.1	0	.	.	2.0	-1.9
CCOc1ccccc1/C=C(/NC(=O)c1ccccc1)C(=O)NC(C)c1ccccc1 (configuration not stated)	2	1.3	6	0.1	2	0.2	0	-1.3	-3.2
CNc1oc(-c2ccc(Cl)cc2)nc1P(=O)(c1ccccc1)c1ccccc1	17	-1.7	0	-1.5	14	0.3	-7	3.8	-1.9
O=C(O)CCOc1ccc2c(c1)OCCO2	-8	0.1	0	-1.2	1	-0.7	-1	-1.1	-3.2
O=C(CCNC(=O)c1ccccc1Cl)NCCC1=CCCCC1	-8	-0.6	0	-0.6	-1	0.6	8	1.5	0.2

Part of the list above in order of number of heavy atoms, lowest first:
SMILES	GDH-TPI inh	BoNT-A LC inh2	Anthrax LF inh2	BioA inh	Mtb FBA inh	PfHsp40 rescue	BoNT F protease	Mtb UGM inh	FadD28 binding
Cc1ccc(S(=O)(=O)N/N=C/c2ccccc2O)cc1[N+](=O)[O-]	-3	-1.1	-1	.	-1	1.6	1	1.6	-2.3
CN(c1ccccc1C(=O)Nc1ccc2ccccc2c1)S(C)(=O)=O	6	.	.	-0.1	0	.	.	2.0	-1.9
COc1ccc(NC(=O)NNC(=O)c2ccccc2-n2cccc2)cc1OC	-5	-0.3	-6	.	2	-2.0	2	0.8	1.3

Next results.
SMILES	GDH-TPI inh	BoNT-A LC inh2	Anthrax LF inh2	BioA inh	Mtb FBA inh	PfHsp40 rescue	BoNT F protease	Mtb UGM inh	FadD28 binding
C[C@H](CO)N1C[C@H](C)[C@@H](CN(C)S(=O)(=O)c2cccs2)OCc2cn(nn2)CCCC1=O	-8	0.3	-6	-0.3&-3.3	-5	.	-2	.	-3.8
COc1ccc(CC(=O)OC2CCCN(C)C2)cc1 (configuration not stated)	-2	-0.8	-5	.	6	-1.5	-1	-0.4	-1.5
CCc1nnc(NC(=O)C(NS(=O)(=O)c2ccc3c(c2)OCCO3)C(C)C)s1 (configuration not stated)	-9	-3.0	-7	-1.1	-2	0.6	-36	1.0	-1.8
COc1ccc2c(c1)OC13CCN(C)CC1C2C(C(=O)c1ccc(F)cc1)C(=O)N3 (configuration not stated)	-13	0.0	4	-0.9	-1	-1.6	1	-1.9	-1.8
CC(=O)c1cccc(NC(=O)NC2CC(=O)N(c3ccc4c(c3)OCCO4)C2)c1 (configuration not stated)	-1	0.3	-2	4.0	1	8.3	12	-0.9	-4.4
CCOC(=O)c1c(CSc2ccccc2)n(C)c2cc(Br)c(OC)c(O)c12	7	2.0	-6	-3.5	2	0.2	-10	0.1	-1.9
O=C(Nc1cc(S(=O)(=O)N2CCOCC2)ccc1N1CCOCC1)c1cc2c(s1)CCC2	-8	0.5	-8	.	10	1.0	6	7.2	-2.0
c1cncc(Nc2nc(-c3cccs3)cs2)c1	-11	-0.7	-3	1.5	-3	2.1	-10	1.2	-2.9
Cn1c2c(c(=O)n(C)c1=O)C(C(F)(F)F)(C(F)(F)F)N=C(c1ccc(Cl)cc1)N2	18	0.0	1	2.4	-2	-0.2	3	0.3	0.3
C=CCn1nc(-c2ccccc2)c(N2CCCCC2)cc1=O	4	-0.4	0	.	-3	-0.1	-3	-0.7	-0.6
O=C(/C=C/c1ccnc2ccccc12)c1cccs1	23	0.0	11	.	-3	0.5	-4	-1.1	0.4
O=C(NC(=S)Nc1cccc(NC(=O)c2ccccc2Cl)c1)c1cccs1	7	-0.6	1	-1.8	-3	-0.3	-3	0.4	-3.1
Cc1ccccc1CN1[C@@H]2c3ccccc3C[C@@H]2OCCS1(=O)=O	11	-0.4	-2	0.0	1	0.5	4	-1.8	-0.2
O=C1Nc2ccc(Br)cc2/C1=N\N=C\C1=C(N2CCOCC2)C(=C/c2ccccc2)/CC1	8	0.9	-21	-3.0	-2	-0.8	-39	.	-1.3
COc1ccc([N+](=O)[O-])cc1NC(=O)COC(=O)c1ccc(O)cc1	10	-0.2	2	0.0	1	-1.2	-2	3.2	-3.3
OC1COC(OCC2OC(OCc3ccccc3)C(O)C(O)C2O)C(O)C1O (configuration not stated)	2	-0.5	-5	-2.3	0	0.2	-3	-1.2	-0.4
COc1ccc(S(=O)(=O)N2CC3C4C=CC(C4)C3C2)cc1 (configuration not stated)	10	0.8	-2	-1.3	-1	1.9	-5	2.0	-0.3
Cc1c(Cl)cccc1NC(=S)NC(=O)c1cncc(Br)c1	11	2.3	22	.	0	-0.1	?	3.7	-0.6
CCO[C@@H]1OC(C(=O)N2CCN(Cc3ccccc3)CC2)=C[C@H](C2CC2)[C@H]1CCCO	1	-0.1	-9	-0.6	1	-0.3	-1	5.0	-0.5
CCN1CCCC1CNCC(=O)Nc1ccc(OC(F)(F)F)cc1 (configuration not stated)	8	-0.6	-1	-2.3	4	-0.1	0	-0.1	-0.7
COCCn1c(C)cc(C(=O)COC(=O)CNC(=O)c2ccco2)c1C	11	-0.1	-2	-0.4	4	0.7	-5	1.3	.
Cc1ccc(NC2CCCN(C(=O)c3cccc(-c4ncc[nH]4)c3)C2)cc1C (configuration not stated)	3	-0.2	-2	-1.1	6	-0.9	2	-2.7	-0.5
Cc1cnc([N+](=O)[O-])n1CCOC(=O)NC(=O)c1c(F)cccc1F	2	-0.4	1	.	1	0.0	-4	1.0	-2.7
Cn1nc(C2CC2)cc1NC(=O)C1(C)CCN1C(=O)c1ccccc1CCc1ccccc1 (configuration not stated)	8	-0.2	-1	1.4	-1	.	3	.	0.3
CS(=O)(=O)c1ccc2nc(NC(=O)c3ccc(Cl)nc3)sc2c1	29	-0.3	-1	.	2	1.1	-2	-2.1	-1.5
Oc1c(Br)cc(/C=N/NC(=S)NCC2CCCO2)cc1Br (configuration not stated)	38*	0.4	5	.	7	2.0	-10	-1.4	-2.1
S=c1[nH]nc(-c2cccs2)n1/N=C/c1cccs1	10	-1.1	-8	0.4	0	-0.3	0	3.2	-0.5
Cc1cccc(C(=O)OC2CCN(C)CC2)c1	7	-0.6	0	.	2	2.1	-2	1.3	-0.7
CCC(CC)C(=O)Nc1ccc(S(=O)(=O)Nc2nccs2)cc1	0	-0.1	-2	.	-1	-1.0	-1	3.4	-3.5
CCCCNC(=O)c1nn(-c2ccccc2OC)c(=O)c2ccccc12	12	-0.2	-1	0.0	2	-0.1	2	1.2	-1.6

2 of the compounds above, with bars between the fields.
mol | GDH-TPI inh | BoNT-A LC inh2 | Anthrax LF inh2 | BioA inh | Mtb FBA inh | PfHsp40 rescue | BoNT F protease | Mtb UGM inh | FadD28 binding
CCC(CC)C(=O)Nc1ccc(S(=O)(=O)Nc2nccs2)cc1 | 0 | -0.1 | -2 | . | -1 | -1.0 | -1 | 3.4 | -3.5
CCCCNC(=O)c1nn(-c2ccccc2OC)c(=O)c2ccccc12 | 12 | -0.2 | -1 | 0.0 | 2 | -0.1 | 2 | 1.2 | -1.6

The listing continues:
SMILES	GDH-TPI inh	BoNT-A LC inh2	Anthrax LF inh2	BioA inh	Mtb FBA inh	PfHsp40 rescue	BoNT F protease	Mtb UGM inh	FadD28 binding
COc1ccc(OC)c(S(=O)(=O)N2CCN(C(=O)NC3CCCCC3)CC2)c1	9	5.8	0	2.3	3	-1.1	12	0.8	-1.1
Cn1c(C(O)c2ccccc2F)nc(Cl)c1Cl (configuration not stated)	-4	0.0	-2	-0.7	-3	2.0	0	-0.9	-1.1
COc1ccc(Cc2nnc(NC(=O)c3ccccc3C)s2)cc1	8	0.5	18	-0.2	2	17	-13	-0.1	0.2
Cc1cc(-c2ccc(C)c(S(=O)(=O)NCc3ccc(Br)cc3)c2)on1	2	0.1	-2	0.7	-1	4.4	1	-2.3	-4.1
CCCCOc1cccc(C(=O)NNC(=S)NC2CCCCC2)c1	9	-0.5	-4	-0.9	6	0.0	-6	0.5	0.5
CC1CCCCN1CCNC(=O)c1cc2c(=O)n(C)c3ccccc3c2n1C (configuration not stated)	2	-0.9	-7	-0.8	14	-0.4	6	0.2	0.0
COc1ccc(Cc2nnc(SCC(=O)NC3(C#N)CCCCC3)n2N)cc1	6	4.4	?	-1.3	2	-1.0	?	-1.3	-0.7
O=C(CS(=O)(=O)Cc1ccccc1)NCCc1ccc(F)cc1	3	-3.0	-2	-1.6	3	0.0	-8	2.1	-0.6
